# TROY signal inh = inhibitors of TROY-driven NF-kB signaling, primary screen, Q293 LMP1-TROYcd cells, NF-kB luciferase, uHTS; inhibition, % at 10 µM; Q293 LMP1-TROYcd NF-kB luciferase reporter, 4 h; 360,000 compounds, 0.98% hits;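 active means compounds whose plate-normalised and pattern-corrected inhibition of the luciferase reporter signal at the single screening dose is 50% or more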
# LMP1 NFkB inh = EBV LMP1-driven NF-kappaB luciferase reporter inhibitors, primary screen, cell-based, luminescence, single point | 350,000 compounds, 0.69% hits | LMP1-induced NF-kappaB luciferase reporter cells | inhibition, % at 12.5 µM; in the data active means inhibition above about 41%;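 further: 0% = neutral control wells and 100% = reference inhibitor control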
# COUP-TFII inh = NR2F2 transcriptional activity inhibitors, primary screen, cell-based, luciferase reporter, HEK293T, luminescence; AID 686940, 2013; 370,000 compounds, 0.7% hits; inhibition, % at 8.6 µM; HEK293T NGFI-A luciferase reporter; COUP transcription factor 2 (Homo sapiens), P24468;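 active means inhibition above a per-plate cutoff, mean inhibition of test wells between control levels plus 3 SD, cut at about 38% in these data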;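 further: cells cotransfected with COUP-TFII expression vector driving the NGFI-A reporter; 0% = median of COUP-TF2 test wells and 100% = reporter-only cells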
# C8 TRAIL sens = viability loss with TRAIL in NB7+C8 cells, primary screen, TRAIL sensitizer project, cell-based, ATPlite luminescence; inhibition (viability loss, TRAIL sensitization), % at 10 µM; 360,000 compounds, 1% hits;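 active means compounds causing at least 50% loss of cell viability in the single-dose screen, relative to plate controls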
# TWEAK-Fn14 inh = inhibitors of TWEAK-Fn14 signaling, primary screen, luciferase reporter cells, uHTS. TWEAK-stimulated Fn14 reporter cells, luciferase luminescence, 8 h. inhibition, % at 10 µM. 360,000 compounds, 2% hits; in the data active means inhibition above about 50%
# SRC1 inh = SRC1 coactivator transcriptional activity inhibitors, primary screen, cell-based, luminescence; Nuclear receptor coactivator 1 (Homo sapiens), Q15788; inhibition, % at 3.6 µM; HEK293 GAL4-SRC1 luciferase reporter; 360,000 compounds, 0.12% hits;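 active means inhibition above the campaign mean plus 3 SD, with each screening campaign given its own cutoff, cut at about 60% in these data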;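 further: 0% = DMSO treated cells and 100% = gossypol at 36 µM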
# Target sequence (Q15788 whole entry, looked up, the tested form may be a part): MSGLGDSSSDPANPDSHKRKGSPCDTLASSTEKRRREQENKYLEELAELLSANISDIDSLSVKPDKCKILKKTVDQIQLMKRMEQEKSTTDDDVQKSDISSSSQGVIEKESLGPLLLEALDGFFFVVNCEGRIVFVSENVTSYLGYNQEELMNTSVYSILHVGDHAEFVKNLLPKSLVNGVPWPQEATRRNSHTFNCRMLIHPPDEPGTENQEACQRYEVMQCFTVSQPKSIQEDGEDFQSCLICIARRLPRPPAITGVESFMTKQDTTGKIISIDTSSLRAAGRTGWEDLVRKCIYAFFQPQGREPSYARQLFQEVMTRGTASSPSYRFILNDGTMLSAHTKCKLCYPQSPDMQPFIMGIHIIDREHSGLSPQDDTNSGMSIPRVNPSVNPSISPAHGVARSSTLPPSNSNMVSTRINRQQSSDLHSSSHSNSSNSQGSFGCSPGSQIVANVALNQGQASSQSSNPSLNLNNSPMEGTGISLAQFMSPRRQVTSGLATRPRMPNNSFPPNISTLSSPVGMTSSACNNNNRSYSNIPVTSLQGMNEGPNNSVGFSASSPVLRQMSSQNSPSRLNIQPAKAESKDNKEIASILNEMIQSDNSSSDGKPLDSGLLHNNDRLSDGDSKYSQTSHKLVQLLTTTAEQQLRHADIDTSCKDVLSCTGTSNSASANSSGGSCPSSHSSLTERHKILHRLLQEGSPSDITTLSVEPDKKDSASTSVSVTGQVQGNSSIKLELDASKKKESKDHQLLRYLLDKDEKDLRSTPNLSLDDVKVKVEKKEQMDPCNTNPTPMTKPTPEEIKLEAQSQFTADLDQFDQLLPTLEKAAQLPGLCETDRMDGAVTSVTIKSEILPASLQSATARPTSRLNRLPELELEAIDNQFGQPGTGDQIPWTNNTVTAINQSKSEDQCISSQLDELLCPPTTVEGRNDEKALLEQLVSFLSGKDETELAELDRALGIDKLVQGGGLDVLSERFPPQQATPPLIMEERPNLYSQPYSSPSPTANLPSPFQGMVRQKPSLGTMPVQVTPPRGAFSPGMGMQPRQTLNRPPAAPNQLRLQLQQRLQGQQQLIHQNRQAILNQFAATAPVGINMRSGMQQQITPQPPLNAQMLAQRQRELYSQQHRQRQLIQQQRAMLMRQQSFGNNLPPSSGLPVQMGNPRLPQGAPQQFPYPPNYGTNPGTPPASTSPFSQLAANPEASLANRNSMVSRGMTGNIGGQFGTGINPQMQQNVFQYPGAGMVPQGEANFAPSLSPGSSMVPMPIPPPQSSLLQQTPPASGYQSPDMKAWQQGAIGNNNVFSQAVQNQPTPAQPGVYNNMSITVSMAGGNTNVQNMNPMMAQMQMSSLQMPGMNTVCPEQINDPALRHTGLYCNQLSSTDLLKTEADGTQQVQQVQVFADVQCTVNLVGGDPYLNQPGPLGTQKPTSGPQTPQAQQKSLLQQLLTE
# KKLEB cytotox = cytotoxicity in KKLEB CF airway cells, primary screen, cytotoxicity control for CF NF-kB inhibitor project, cell-based, uHTS, fluorescence assay plates; AID 602141, 2011; activity change (cytotoxicity), % at 5 µM; 360,000 compounds, 0.36% hits; KKLEB CF airway cells viability, ATPlite luminescence, overnight; stronger effect = lower value; cells stimulated with P. aeruginosa culture filtrate;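 active means corrected activity change at or below -50% at 5 µM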
# CF NFkB block = inhibitors of PAF-induced NF-kB signaling, primary screen, cell-based, GFP fluorescence, uHTS; inhibition, % at 5 µM; AID 588850, 2011; KKLEB NF-kB-GFP reporter, GFP fluorescence overnight; 360,000 compounds, 0.86% hits;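 active means at least 50% inhibition at 5 µM, scaled per plate between neutral and stimulator controls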;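 further: PAF is a Pseudomonas aeruginosa culture filtrate used as stimulus; plate controls were PAF-stimulated DMSO wells for no effect and unstimulated DMSO wells for full effect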
# NCOA3 inh = SRC3 coactivator transcriptional activity inhibitors, primary screen, cell-based, luminescence; Nuclear receptor coactivator 3 (Homo sapiens), Q9Y6Q9; 360,000 compounds, 0.17% hits; HEK293 GAL4-SRC3 luciferase reporter; inhibition, % at 3.6 µM;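 active means inhibition above a per-campaign cutoff, the mean of all compounds plus 3 SD, cut at about 60% in these data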;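 further: 0% = DMSO-treated cells and 100% = gossypol-treated cells at 36 µM; higher means less SRC3-driven luciferase light from the GAL4 reporter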
# Shn3 3UTR inh = reduction of Shn3 3'UTR firefly luciferase signal, primary screen, Schnurri-3 inhibitor project, cell-based, Clone20 osteoblasts, set 2; 360,000 compounds, 0.52% hits; AID 588674, 2011; Clone20 osteoblast Shn3 3'UTR firefly luciferase, 24 h; inhibition, % at 12.5 µM;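 active means mean inhibition of at least 75% with every replicate also reaching 75%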;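 further: 0% = median of neutral control wells and 100% = pilot-screen positive control compound; some compounds past the cut are filed as inactive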
# NR5A2 inv ag = LRH-1 (NR5A2) inverse agonists, primary screen, cell-based, luminescence, HEK293T, StAR-luciferase reporter; inhibition, % at 3.6 µM; LRH-1 transfected, 24 h; 360,000 compounds, 0.13% hits;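 active means inhibition above the mean inhibition of all tested compounds plus 3 SD, cut at about 73% in these data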;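 further: 0% = DMSO wells and 100% = reporter-only cells lacking LRH-1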
# Starred values were filed as active, the others as inactive; x = no result given.
# The opening 2 records (preview)
1: CCOC(=O)N1CCN(S(=O)(=O)c2ccc(C(=O)Nc3sc4c(c3C(N)=O)CCN(CC)C4)cc2)CC1
2: COc1cc2ccccc2cc1C(=O)Nc1nc(C)c(C(C)=O)s1
compound no.,1,2
TROY signal inh,-9,47
LMP1 NFkB inh,-4,-25
COUP-TFII inh,0,x
C8 TRAIL sens,-14,18
TWEAK-Fn14 inh,-4,1
SRC1 inh,1,-88
KKLEB cytotox,-7,0
CF NFkB block,22,-6
NCOA3 inh,-10,-63
Shn3 3UTR inh,21,-80
NR5A2 inv ag,-2,-63

# This part in full (from the top)
1: CCOC(=O)N1CCN(S(=O)(=O)c2ccc(C(=O)Nc3sc4c(c3C(N)=O)CCN(CC)C4)cc2)CC1
2: COc1cc2ccccc2cc1C(=O)Nc1nc(C)c(C(C)=O)s1
3: O=C(N/N=C/c1ccccc1[N+](=O)[O-])c1ccc2nc[nH]c2c1
4: C#CCn1cc[n+](CC(=O)N(C)C)c1
5: CCN(CC)S(=O)(=O)c1ccc(NC(=O)Cn2c(=O)sc3ccccc32)cc1
6: CN(C(=O)COC(=O)c1cc(F)c(F)cc1Cl)c1ccccc1
7: Cn1nc(-c2ccc(N3CCN(CCO)CC3)c([N+](=O)[O-])c2)c2ccccc2c1=O
8: Fc1ccc(CCNC(=S)Nc2ccc(F)cc2)cc1
9: CCCN1C(=O)CC(c2ccc(OC)c(OC)c2)C1=O (stereo not drawn)
10: COc1ccc(S(=O)(=O)Nc2ccc3c(c2)C(=O)N([C@H](C)CO)C[C@H](C)[C@@H](CN(C)Cc2ccncc2)OCCCC[C@@H](C)O3)cc1
compound no.,1,2,3,4,5,6,7,8,9,10
TROY signal inh,-9,47,-27,16,-4,4,-12,-46,13,-3
LMP1 NFkB inh,-4,-25,-7,-8,-5,5,15,-4,x,-1
COUP-TFII inh,0,x,-19,0,-12,1,-13,-5,-11,-3
C8 TRAIL sens,-14,18,34,-4,-20,7,10,-11,-5,-4
TWEAK-Fn14 inh,-4,1,-5,-7,0,2,13,-23,-15,14
SRC1 inh,1,-88,-27,-5,-13,3,-47,-38,-11,1
KKLEB cytotox,-7,0,-1,6,-2,6,2,-3,-11,-11
CF NFkB block,22,-6,-4,-10,4,-10,-9,6,12,7
NCOA3 inh,-10,-63,-12,9,1,8,8,-20,4,-14
Shn3 3UTR inh,21,-80,x,3,0,0,6,-12,6,6
NR5A2 inv ag,-2,-63,-39,-4,10,-6,9,-10,1,-3

11: Cc1ccc(-n2c(CNc3ccc(F)cc3)nnc2SCC(=O)N2CCCC2)cc1
12: CC(C)CNC(=O)CSc1nnc(-c2ccc(Cl)cc2)n1N
13: Cc1ccc(CN2C(=O)C(=O)c3cc(C)ccc32)cc1
14: COc1ccc(CN2CC34C=CC(O3)C(C(=O)O)C4C2=O)cc1 (stereo not drawn)
15: CCOC(=O)C1=CC[C@@H](c2cc3cc(OC)ccc3n2C)N(S(=O)(=O)c2ccc(C)cc2)[C@H]1C(=O)OCC
16: CCCc1cc(=O)[nH]c(SCC(=O)N(CC(C)C)C2CCS(=O)(=O)C2)n1 (stereo not drawn)
17: CN(C)C(=S)NC(C)(C)C
18: O=C(CCCSc1nc2ccccc2[nH]1)NCc1ccccc1Cl
19: COc1ccccc1/C=C/C=N/n1c(COc2ccccc2)n[nH]c1=S
20: COc1cc2c(C(=O)OCCN(C)C)c(CSc3ccccc3)n(C)c2cc1Br
compound no.,11,12,13,14,15,16,17,18,19,20
TROY signal inh,-22,14,-10,-19,-9,4,0,-13,-5,-6
LMP1 NFkB inh,-14,-6,0,6,-4,1,8,6,0,-22
COUP-TFII inh,6,-7,-11,18,-8,-16,14,-3,6,-6
C8 TRAIL sens,-5,-3,-2,-4,-9,-30,-13,3,-3,5
TWEAK-Fn14 inh,9,-8,-9,-3,15,3,-13,7,-18,-18
SRC1 inh,0,-1,-3,-3,3,-1,-9,-39,-37,0
KKLEB cytotox,10,-2,6,-4,-3,-7,-2,-13,-10,-15
CF NFkB block,-1,5,3,-11,19,-8,6,2,8,28
NCOA3 inh,4,-1,-16,18,12,10,24,-2,2,9
Shn3 3UTR inh,-20,-1,-5,3,4,-2,5,4,-12,-4
NR5A2 inv ag,9,1,-30,-14,5,-4,-19,-2,-10,16

21: COc1ccccc1C(CNC(=O)C(C)Oc1ccc(Br)cc1)N1CCCC1 (stereo not drawn)
22: Cc1ccccc1C1C(=O)c2ccccc2C1=O
23: Nc1cc(N)nc(SCC(=O)Nc2cc(S(=O)(=O)N3CCOCC3)ccc2Cl)n1
24: CC(C)CCNC(=O)CCn1nc(-c2ccccc2)ccc1=O
25: COCCCNC(=O)C[C@@H]1C[C@@]2(C(=O)OC)CCCCC=C2N(Cc2ccco2)C1=O
26: Nc1c(-c2n[nH]c(=S)n2-c2ccc(Cl)cc2Cl)cnn1-c1ccccc1
27: COC(=O)c1c(C(=O)OC)c2n(c1C)Cc1ccccc1C2
28: COc1cccc(-n2cc(C(=O)NCCCOC(C)C)c3ccccc3c2=O)c1
29: O=C(CC(=O)N/N=C\c1c(Cl)cccc1Cl)NCc1ccccc1
30: Nn1c(SCc2c(F)cccc2F)nnc1-c1ccccn1
compound no.,21,22,23,24,25,26,27,28,29,30
TROY signal inh,-28,9,5,3,-10,11,-21,-4,18,-37
LMP1 NFkB inh,-6,2,-2,9,x,-1,0,x,-3,-25
COUP-TFII inh,1,1,-3,-19,7,6,21,6,8,-21
C8 TRAIL sens,-3,5,-9,2,5,4,-3,-2,0,2
TWEAK-Fn14 inh,-9,-2,-11,8,11,-35,-30,-2,0,-28
SRC1 inh,22,-7,-5,-19,x,-1,-10,4,-19,-77
KKLEB cytotox,6,14,-12,-2,x,8,-4,-5,-2,7
CF NFkB block,19,-2,-6,-7,x,6,-3,-8,-13,-7
NCOA3 inh,-6,-1,7,1,x,22,5,6,-17,-68
Shn3 3UTR inh,11,-5,1,-18,x,-1,12,22,33,-121
NR5A2 inv ag,6,-1,-3,-16,11,0,9,10,3,-130

# One compound at a time (already shown). Values in the order: TROY signal inh	LMP1 NFkB inh	COUP-TFII inh	C8 TRAIL sens	TWEAK-Fn14 inh	SRC1 inh	KKLEB cytotox	CF NFkB block	NCOA3 inh	Shn3 3UTR inh	NR5A2 inv ag
# O=C(CC(=O)N/N=C\c1c(Cl)cccc1Cl)NCc1ccccc1 as listed: 18	-3	8	0	0	-19	-2	-13	-17	33	3
# COC(=O)c1c(C(=O)OC)c2n(c1C)Cc1ccccc1C2 as listed: -21	0	21	-3	-30	-10	-4	-3	5	12	9
# Cc1ccccc1C1C(=O)c2ccccc2C1=O as listed: 9	2	1	5	-2	-7	14	-2	-1	-5	-1

# A few values from above.
# For C8 TRAIL sens, cpd 10 shows -4
# For NR5A2 inv ag, cpd 29 shows 3
# For TROY signal inh, cpd 5 shows -4
# For TROY signal inh, cpd 27 shows -21
# For CF NFkB block, cpd 6 shows -10

# Remaining list, next part.
31: CC1CCCN(CC(=O)N2c3ccccc3Sc3ccccc32)C1 (stereo not drawn)
32: CC(C)Nc1nnc(SCC(=O)Nc2ccc3c(c2)C(=O)c2ccccc2C3=O)s1
33: Cn1c(SCC(=O)Nc2ccccc2F)nnc1-c1cccs1
34: O=P(c1ccccc1)(c1ccccc1)C(O)c1ccncc1 (stereo not drawn)
35: CCCCNC(=O)O[C@H]1C[C@@H]2CCN3C(=O)CCC(C)(C)[C@H](C1)[C@H]23
36: COc1cc(NC(=O)c2cccnc2)c(OC)cc1NC(=O)c1ccc(Br)cc1
37: N/C(Cc1ccc([N+](=O)[O-])cc1)=N\OC(=O)c1ccc([N+](=O)[O-])cc1
38: O=C(CC12CC3CC(CC(C3)C1)C2)Nc1cccc2ncccc12
39: Cc1cccc(NC(=O)CSc2nc3ccccc3nc2N2CCCC2)c1C
40: Cc1noc(C)c1CSc1nnc(C)c(=O)[nH]1
compound no.,31,32,33,34,35,36,37,38,39,40
TROY signal inh,15,24,-6,0,-12,-4,-41,2,30,-5
LMP1 NFkB inh,-1,-21,-5,8,-4,-1,-1,0,-11,7
COUP-TFII inh,23,-44,-16,0,-11,x,-6,-15,-2,18
C8 TRAIL sens,-10,25,-7,-15,1,13,9,-6,9,-1
TWEAK-Fn14 inh,-19,59*,20,-12,6,-2,-6,-3,22,1
SRC1 inh,-6,-84,-2,-5,-22,18,-21,2,15,-5
KKLEB cytotox,2,-5,6,-7,18,18,-2,7,-24,6
CF NFkB block,15,-48,-3,8,-1,12,-1,-9,20,-4
NCOA3 inh,3,-35,2,7,-7,-4,-2,9,17,4
Shn3 3UTR inh,17,12,-27,-15,-4,2,-20,11,14,-6
NR5A2 inv ag,9,-62,-22,23,-14,-11,-4,1,16,14

# An excerpt from above in order of molar mass, low to high.
40: Cc1noc(C)c1CSc1nnc(C)c(=O)[nH]1
34: O=P(c1ccccc1)(c1ccccc1)C(O)c1ccncc1 (stereo not drawn)
33: Cn1c(SCC(=O)Nc2ccccc2F)nnc1-c1cccs1
compound no.,40,34,33
TROY signal inh,-5,0,-6
LMP1 NFkB inh,7,8,-5
COUP-TFII inh,18,0,-16
C8 TRAIL sens,-1,-15,-7
TWEAK-Fn14 inh,1,-12,20
SRC1 inh,-5,-5,-2
KKLEB cytotox,6,-7,6
CF NFkB block,-4,8,-3
NCOA3 inh,4,7,2
Shn3 3UTR inh,-6,-15,-27
NR5A2 inv ag,14,23,-22

# (further entries)
41: COc1cc(C(=O)Nc2nc3ccccc3[nH]2)cc(OC)c1OC
42: COC(CNC(=O)C1CCCN1C(=O)OCc1ccccc1)OC (stereo not drawn)
43: Oc1c(Br)cccc1/C=N/c1ncn[nH]1
44: CCc1ccccc1NC(=O)CN(C)S(=O)(=O)c1ccc2c(c1)c(=O)n(C)c(=O)n2C
45: O=C(O)C1CCN(S(=O)(=O)c2cccnc2)CC1
compound no.,41,42,43,44,45
TROY signal inh,-7,7,-3,11,27
LMP1 NFkB inh,-11,10,-2,11,-6
COUP-TFII inh,-8,1,12,-1,-41
C8 TRAIL sens,-1,-4,4,-19,-2
TWEAK-Fn14 inh,16,17,11,-6,1
SRC1 inh,-4,-21,-2,-26,-12
KKLEB cytotox,9,-8,1,-6,5
CF NFkB block,-9,3,3,33,1
NCOA3 inh,-14,-2,-4,5,8
Shn3 3UTR inh,-28,11,7,-7,-1
NR5A2 inv ag,-21,11,-19,16,5

# An excerpt. The share of hits here may be higher or lower than overall.
